Rab2 wt GTP = modulators of GTP binding to Rab2A wildtype, primary screen, biochemical, dog, bead-based flow cytometry, multiplex; 190,000 compounds, 0.19% hits; GTP binding activity, % at 10 µM; GST-Rab2 wt beads, Bodipy-GTP binding; AID 760, 2007;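 active means GTP binding activity at least 20 points away from 100%, either lowered or raised; inconclusive means signal likely due to the compound's own green fluorescence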;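 further: 0% = beads with excess unlabeled GTP and 100% = no-compound control corrected for plate trend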
Rac1 wt GTP bind = wildtype Rac1 GTP binding modulators, primary screen, biochemical, GST-Rac1 beads, flow cytometry, multiplex; Ras-related C3 botulinum toxin substrate 1 (Homo sapiens), P63000; fluorescent GTP binding; actives lie on both sides; 0 = cold GTP competed, 100 = untreated; GTP binding activity (% of control), % at 10 µM; 190,000 compounds, 0.27% hits;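 active means GTP binding activity at least 20 points away from the 100% control level, either lower or higher; inconclusive means compound flagged as likely green fluorescent, judged across all proteins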
Rab7 wt modul = modulators of GTP binding to Rab7, primary screen, biochemical, wildtype, multiplex bead flow cytometry; Rab7 GTPase wild type (dog), Bodipy-FL-GTP binding; GST-Rab7 beads, fluorescent GTP binding; actives lie on both sides; untreated = 100%, excess cold GTP = 0%; GTP binding activity (percent of control), % at 10 µM; 190,000 compounds, 0.055% hits; AID 758, 2007;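 active means fluorescent GTP binding to Rab7 beads changed by at least 20 points from the 100% baseline, either direction, mostly lower; inconclusive means compound itself probably fluorescent, or too few beads counted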;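 further: median green fluorescence of bound Bodipy-FL-GTP per Rab7 bead population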
Cdc42 wt GTP = modulators of GTP binding to wildtype Cdc42, primary screen, biochemical, multiplex bead flow cytometry, Bodipy-GTP. percent activity (GTP binding), % at 10 µM. AID 761, 2007. 190,000 compounds, 0.2% hits. Cell division control protein 42 homolog (Homo sapiens), P60953. GST-Cdc42 beads; actives lie on both sides;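 active means percent activity GTP binding at least 20 points away from the 100% baseline, either down as inhibitor or up as activator; inconclusive means compound flagged as likely green fluorescent from well-wide comparison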;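 further: median bead fluorescence of bound Bodipy-FL-GTP at 100 nM; 0% = excess unlabeled GTP control and 100% = no compound control; below 100% means less GTP binding so inhibitor and above means activator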
Target sequence (P60953 whole entry, looked up): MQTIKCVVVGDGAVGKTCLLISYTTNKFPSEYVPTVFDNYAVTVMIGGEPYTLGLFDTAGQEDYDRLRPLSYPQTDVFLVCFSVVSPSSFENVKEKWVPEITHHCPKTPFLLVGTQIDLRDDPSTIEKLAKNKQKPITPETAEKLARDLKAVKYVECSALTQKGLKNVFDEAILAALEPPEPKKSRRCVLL
Mcl1-Noxa inh = Mcl-1/Noxa binding inhibitors, primary screen, biochemical, TR-FRET, 1536-well; Induced myeloid leukemia cell differentiation protein Mcl-1 (Homo sapiens), Q07820; TR-FRET Mcl-1/Noxa peptide binding, 2 h; inhibition, % at 21.7 µM; 220,000 compounds, 1.5% hits; AID 1022, 2008;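 active means compounds that cut the protein-peptide binding signal by more than 50% relative to plate controls in a single-dose test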;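 further: His-tagged Mcl-1 with rhodamine Noxa BH3 peptide and terbium anti-His antibody; 0% = Mcl-1 plus Noxa peptide wells and 100% = peptide-only wells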
Target sequence (Q07820 whole entry, looked up): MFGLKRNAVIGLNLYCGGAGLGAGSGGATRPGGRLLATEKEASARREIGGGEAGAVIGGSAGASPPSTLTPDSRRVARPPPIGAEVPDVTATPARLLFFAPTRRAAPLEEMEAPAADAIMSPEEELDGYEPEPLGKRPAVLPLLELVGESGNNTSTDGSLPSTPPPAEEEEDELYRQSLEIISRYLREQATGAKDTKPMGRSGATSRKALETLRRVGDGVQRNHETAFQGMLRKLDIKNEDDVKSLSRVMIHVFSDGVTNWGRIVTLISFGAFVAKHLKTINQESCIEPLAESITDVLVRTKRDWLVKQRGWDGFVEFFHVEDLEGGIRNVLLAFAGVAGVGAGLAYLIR
RGS8-Gao = RGS8-Galphao binding modulators, primary screen, biochemical, multiplexed bead flow cytometry. actives lie on both sides. Guanine nucleotide-binding protein G(o) subunit alpha (Homo sapiens), P09471. response (percent of control binding), % at 10 µM. 220,000 compounds, 0.34% hits; in the data active means response below about 60% or above about 140%; inactive means in between;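 further: Galphao activated as the GDP aluminium fluoride complex binding bead-coupled RGS8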
Target sequence (P09471 whole entry, looked up): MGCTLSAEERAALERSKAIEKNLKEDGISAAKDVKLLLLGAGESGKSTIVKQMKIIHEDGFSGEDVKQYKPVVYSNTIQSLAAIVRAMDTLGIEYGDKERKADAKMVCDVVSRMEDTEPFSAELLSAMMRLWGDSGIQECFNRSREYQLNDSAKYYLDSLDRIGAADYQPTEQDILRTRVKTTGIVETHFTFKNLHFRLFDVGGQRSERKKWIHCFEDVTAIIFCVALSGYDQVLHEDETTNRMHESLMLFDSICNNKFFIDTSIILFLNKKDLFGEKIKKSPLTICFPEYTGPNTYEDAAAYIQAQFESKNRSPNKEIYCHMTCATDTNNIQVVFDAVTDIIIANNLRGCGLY
Mcl-1 Bim block = inhibitors of Bim peptide binding to Mcl-1, primary screen, biochemical, bead-based flow cytometry, multiplex; 190,000 compounds, 0.1% hits; inhibition, % at 10 µM; Induced myeloid leukemia cell differentiation protein Mcl-1 (Homo sapiens), Q07820; Bim peptide-Mcl-1 binding; AID 1009, 2008; in the data active means inhibition above about 40%;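 further: 0% = no compound tracer wells and 100% = peptide blocker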
HRas wt GTP bind = modulators of GTP binding to HRas wildtype, primary screen, biochemical, bead-based flow cytometry, multiplex. GST-Ras wt beads, Bodipy-FL-GTP binding; actives lie on both sides. GTP binding activity, % at 10 µM. 190,000 compounds, 0.14% hits. AID 759, 2007;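 active means GTP binding activity at least 20% away from the 100% baseline, either lowered as inhibitor or raised as activator; inconclusive means flagged as likely green fluorescent, judged across all proteins in the well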;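 further: 0% = unlabeled GTP competition control and 100% = no-compound control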
Rac1 act GTP bind = GTP binding modulators of activated mutant Rac1, primary screen, biochemical, bead-based flow cytometry, multiplex, fluorescent GTP. GST-Rac1 activated beads; actives lie on both sides; 100% means binding = to untreated wells. 190,000 compounds, 0.11% hits. percent activity (GTP binding), % at 10 µM. Ras-related C3 botulinum toxin substrate 1 (Homo sapiens), P63000. AID 764, 2007;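 active means GTP binding at least 20 percentage points away from the 100% baseline, in either direction, so actives lie on both sides; inconclusive means Compound likely fluorescent itself, or too few beads counted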
Pf gametocyte = late stage P. falciparum gametocyte viability inhibitors, primary screen, ATP luminescence, HTS | P. falciparum stage V gametocytes, 24 h | 150,000 compounds, 0.065% hits | inhibition, % at 10.9 µM;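 active means inhibition above the mean plus 3 SD of compounds within the control limits, set per campaign, cut at about 38% in these data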;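 further: 0% = DMSO wells and 100% = medium only without gametocytes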
Mcl1-Bid inh = Mcl-1/Bid binding inhibitors, primary screen, biochemical, TR-FRET, 1536-well; Induced myeloid leukemia cell differentiation protein Mcl-1 (Homo sapiens), Q07820; TR-FRET Mcl-1/Bid-Dy647 peptide binding; inhibition, % at 21.7 µM; 220,000 compounds, 0.97% hits; AID 1021, 2008;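 active means compounds that cut the binding signal by more than half at the single screening dose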;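 further: His-tagged Mcl-1 with europium anti-His antibody binding Bid BH3 peptide; 0% = Mcl-1 plus peptide wells and 100% = peptide-only wells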
* = called active by the depositor; ? = inconclusive; . = not tested or not shown. Outcome played no part in choosing rows; any-hit rate near 2.9%.

SMILES	Rab2 wt GTP	Rac1 wt GTP bind	Rab7 wt modul	Cdc42 wt GTP	Mcl1-Noxa inh	RGS8-Gao	Mcl-1 Bim block	HRas wt GTP bind	Rac1 act GTP bind	Pf gametocyte	Mcl1-Bid inh
COc1ccccc1NC(=S)NCCc1c[nH]c2ccccc12	103	104	100	105	-5	106	-3	104	103	-7	-23
CCCNC(=O)C(=O)N/N=C/c1ccc(OCc2ccccc2)cc1	100	101	99	102	5	100	0	99	98	19	-4
Cc1ccc(S(=O)(=O)CC(=O)c2ccc(C(C)(C)C)cc2)cc1	99	104	97	102	-8	100	-3	100	97	.	20
CCOC(=O)C1=C(CN2CCC(C)CC2)NC(=O)NC1c1ccc(Cl)cc1 (stereo not given)	107	112	105	108	36	100	-3	104	103	13	-6
Nc1cccc(-c2nc3ccccc3[nH]2)c1	105	109	105	105	16	102	-4	105	104	.	-17
Cc1cccc(N2CCN(C(=O)C(NS(=O)(=O)c3cccs3)c3ccccc3)CC2)c1C (stereo not given)	105	102	107	103	-25	97	-1	106	99	.	-34
COc1cc(Br)cc2cc(C(=O)N3CCCCC3C)c(=O)oc12 (stereo not given)	96	97	100	96	6	104	0	98	95	.	-15
Cc1ccc(NC(=O)CCC(=O)OCC(=O)c2ccc(-c3ccccc3)cc2)cc1	98	105	96	107	-12	102	-3	100	100	7	14
CC1=C(Sc2nc3ccccc3[nH]2)C(=O)NC(C)(C)C1	100	105	103	101	5	100	-3	101	99	.	5
COC(=O)c1ccc(Cn2cnc3c(cnn3-c3ccc(C)c(C)c3)c2=O)o1	98	97	97	97	-23	95	0	97	97	-17	-9
CCOCCCNC(=O)c1ccc(N2CCOCC2)c(NS(=O)(=O)c2ccc(OC)cc2)c1	?	?	?	?	2	104	-1	?	?	10	1
COc1cc([N+](=O)[O-])ccc1NC(=O)CN1CCN(C(=O)c2ccco2)CC1	96	99	98	98	9	110	0	97	97	23	-6
O=C(NCCc1c[nH]c2ccccc12)/C(=C/c1ccco1)NC(=O)c1ccco1	102	104	107	102	5	102	2	101	96	-36	-8
N#C/C(=C1/CCCN1)c1ccccn1	100	105	100	103	12	101	-1	100	99	.	-19
CC(C)C(=O)N(c1ccc2oc(=O)sc2c1)S(=O)(=O)c1ccccc1	97	106	98	98	4	105	-4	99	100	.	-14
COC(=O)c1ccc(OC(=O)CS(=O)c2ccccc2[N+](=O)[O-])cc1 (stereo not given)	94	99	95	95	18	101	-1	96	97	-22	-2
CCOC(=O)C1(Cc2ccccc2)CCN(Cc2nccn2CC)CC1	97	101	94	99	8	95	37	98	99	3	-24
Cc1ccc(S(=O)(=O)N(CC(=O)NN=C2CCN(C)CC2)c2ccc(F)cc2)cc1	98	100	97	101	9	98	-3	97	96	-4	-12
CCc1ccc(/C=C2\SC(N3CCOCC3)=NC2=O)cc1	98	99	94	100	15	100	-8	98	98	-13	-1
Cc1nc2ccccc2n1CC(=O)NC1CCCC1	98	104	99	102	16	96	-2	99	98	23	-8
COc1ccc(C2NN=C(c3ccc(C)cc3)S2)cc1OC (stereo not given)	95	99	93	97	-29	97	0	95	96	11	-32
O=C1C=C(O)CC(c2cccs2)C1 (stereo not given)	92	90	89	95	7	97	-2	93	94	.	-55
CCc1n[nH]c2c1C(=O)CC(C)(C)C2	101	105	100	104	13	102	-3	100	99	-35	-15
Cc1ccc(S(=O)(=O)N2CCN(Cc3nc4ccccc4n3C)CC2)cc1	98	98	99	99	10	98	1	99	96	.	-30
Brc1ccc2ncnc(NCc3ccco3)c2c1	98	103	97	100	-17	98	-3	99	98	-2	-52
CN(C)S(=O)(=O)c1cccc(-c2nn(-c3ccccc3)cc2/C=C(/C#N)C(=O)NCc2ccco2)c1	100	104	102	98	13	103	-3	102	102	.	1
COc1ccc(C[C@H]2CN3C(=NC[C@@H]3C(C)C)N2CCNC(=O)c2ccc(C)c(Br)c2)cc1	98	100	102	98	30	97	0	98	96	.	-1
Cc1cccc(-n2nc3c(c2NC(=O)CCC2CCCCC2)CS(=O)C3)c1C (stereo not given)	99	105	98	101	4	104	-3	101	98	.	-2
O=C(NC(=S)N1CCCc2ccccc21)c1ccccc1	94	92	93	97	.	101	0	96	90	.	-46
COC(=O)C1=C(C)NC(=O)NC1/C=C/c1ccccc1 (stereo not given)	99	103	102	100	-12	99	0	102	98	.	-37
O=C(Nc1ccc2nc(-c3cccnc3)[nH]c2c1)C1CCCCC1	96	100	100	99	15	92	-4	98	98	.	-4
NS(=O)(=O)c1ccc(NC(=O)CN2CCN(Cc3ccccc3)CC2)cc1	100	100	102	104	1	99	-1	98	98	.	-4
CC1CCN(C(=O)c2cc3nc(C4CC4)cc(C(F)(F)F)n3n2)CC1	97	108	99	100	3	112	3	100	98	.	-10
O=C(CSc1ccc(-c2ccccc2)nn1)c1cccs1	95	94	92	97	-3	104	-2	97	95	.	-31
COC(=O)c1ccsc1NC(=O)c1cccc(OC)c1	93	96	104	92	2	102	-5	96	93	4	0
COC(=O)c1ccc(NC(=O)COc2ccc(S(=O)(=O)NC(C)C)cc2)cc1	97	98	95	93	6	122	-4	94	96	.	6
Cc1ccc2[nH]c(=O)c(CN(CCc3ccccc3)Cc3nnnn3CC3CCCO3)cc2c1 (stereo not given)	101	104	101	101	0	100	-5	100	99	.	-5
CCOC(=O)N1CCN(c2ccc(O)cc2)CC1	95	97	99	95	5	100	2	97	95	1	-7
CCNc1ccccc(-c2ccc3ccccc3n2)c1=O	97	101	101	99	43	98	0	98	98	-36	-44
CC1CCCN(c2c([N+](=O)[O-])cc(C(=O)O)cc2[N+](=O)[O-])C1 (stereo not given)	94	95	103	95	4	103	-2	96	92	21	6
C=C(C)c1cccc(C(C)(C)NC(=O)NCCCn2ccnc2)c1	97	102	102	98	-12	101	0	98	96	-15	-7
c1ccc(-c2cc3ccccc3nc2N2CCCC2)cc1	102	103	103	101	1	103	-2	102	99	27	-16
O=C(Nc1ccc(C(=O)NC2CCCCC2)cc1)c1cncc(Br)c1	100	102	106	97	-22	102	1	103	96	6	-20
CC(=O)c1cccc(NC(=O)N2CCN(S(C)(=O)=O)CC2)c1	93	94	94	99	.	100	-1	96	96	.	-1
C/C(=N\NC(=O)c1cc(-c2cccnc2)nc2ccccc12)c1ccc(O)cc1O	88	83	91	90	32	99	7	89	91	2	-39

Arranged by formula weight (ascending): part of the list above.
SMILES	Rab2 wt GTP	Rac1 wt GTP bind	Rab7 wt modul	Cdc42 wt GTP	Mcl1-Noxa inh	RGS8-Gao	Mcl-1 Bim block	HRas wt GTP bind	Rac1 act GTP bind	Pf gametocyte	Mcl1-Bid inh
CCc1n[nH]c2c1C(=O)CC(C)(C)C2	101	105	100	104	13	102	-3	100	99	-35	-15
COC(=O)c1ccsc1NC(=O)c1cccc(OC)c1	93	96	104	92	2	102	-5	96	93	4	0
CCc1ccc(/C=C2\SC(N3CCOCC3)=NC2=O)cc1	98	99	94	100	15	100	-8	98	98	-13	-1
Brc1ccc2ncnc(NCc3ccco3)c2c1	98	103	97	100	-17	98	-3	99	98	-2	-52
O=C(Nc1ccc2nc(-c3cccnc3)[nH]c2c1)C1CCCCC1	96	100	100	99	15	92	-4	98	98	.	-4
CC(=O)c1cccc(NC(=O)N2CCN(S(C)(=O)=O)CC2)c1	93	94	94	99	.	100	-1	96	96	.	-1
C=C(C)c1cccc(C(C)(C)NC(=O)NCCCn2ccnc2)c1	97	102	102	98	-12	101	0	98	96	-15	-7
CCOC(=O)C1(Cc2ccccc2)CCN(Cc2nccn2CC)CC1	97	101	94	99	8	95	37	98	99	3	-24
COc1cc(Br)cc2cc(C(=O)N3CCCCC3C)c(=O)oc12 (stereo not given)	96	97	100	96	6	104	0	98	95	.	-15
Cc1ccc(S(=O)(=O)N2CCN(Cc3nc4ccccc4n3C)CC2)cc1	98	98	99	99	10	98	1	99	96	.	-30
Cc1ccc(NC(=O)CCC(=O)OCC(=O)c2ccc(-c3ccccc3)cc2)cc1	98	105	96	107	-12	102	-3	100	100	7	14
O=C(Nc1ccc(C(=O)NC2CCCCC2)cc1)c1cncc(Br)c1	100	102	106	97	-22	102	1	103	96	6	-20
Cc1ccc(S(=O)(=O)N(CC(=O)NN=C2CCN(C)CC2)c2ccc(F)cc2)cc1	98	100	97	101	9	98	-3	97	96	-4	-12
